Source: PubChem BioAssay (The Scripps Research Institute Molecular Screening Center)
OX1R antag-1: antagonists of human orexin 1 receptor (OX1R) | OX1R-expressing cells, FRET antagonist read-out | inhibition, % at 6.6 µM | 1.8% of 330,000 active | AID 485270; in the data active means inhibition mostly above about 38%, no sharp cut-off; inactive means mostly below about 40%;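 further: 0% = agonist challenge alone and 100% = reference antagonist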
Target sequence (O43613 whole entry, looked up): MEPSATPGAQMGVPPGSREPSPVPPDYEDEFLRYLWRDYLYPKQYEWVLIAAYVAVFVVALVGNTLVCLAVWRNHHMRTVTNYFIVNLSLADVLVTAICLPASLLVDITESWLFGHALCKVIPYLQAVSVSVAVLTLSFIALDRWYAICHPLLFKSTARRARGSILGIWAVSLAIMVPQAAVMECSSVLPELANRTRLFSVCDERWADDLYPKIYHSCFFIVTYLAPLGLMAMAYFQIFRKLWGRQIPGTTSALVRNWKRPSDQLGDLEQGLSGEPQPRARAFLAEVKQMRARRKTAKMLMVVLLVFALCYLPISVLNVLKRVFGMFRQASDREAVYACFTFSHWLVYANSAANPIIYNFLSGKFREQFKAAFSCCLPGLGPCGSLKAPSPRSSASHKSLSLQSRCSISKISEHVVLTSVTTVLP
OX1R antag-2: human HCRTR1 antagonism. CHO/OX1R cells, Fluo-8 calcium fluorescence, orexin A. 0.43% of 330,000 active. inhibition, % at 5 µM. O43613. AID 434989;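 active means inhibition above its plate's threshold, mean inhibition of all tested compounds on the plate plus 3 SD, cut at about 37% in these data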;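 further: 0% = orexin A challenge wells and 100% = SB-334867-A antagonist wells; not every result past the cut was called active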
Numbers without * were called inactive.

SMILES	OX1R antag-1	OX1R antag-2
O=C(CSc1nnnn1C1CC1)N1CCN(c2cccc(Cl)c2)CC1	4	-4
CCC(CC)C(=O)Nc1ccc(C)cc1O	46	-10
CSc1ccc(C(=O)N2CCC(n3nccc3NC(=O)C3CC3)CC2)cc1	21	-19
CC1CCN(S(=O)(=O)c2cnc(Cl)c(Br)c2)CC1	17	-29
Cc1ccc(S(=O)(=O)N(C)CC(O)Cn2c3ccccc3c3ccccc32)cc1 (centres undefined)	17	-7
CCN(CC)CCNC(=O)Cn1nc(Cc2ccncc2)c2ccccc2c1=O	1	6
Cc1csc2nc(SCC(=O)N3CCN(c4ccccc4)CC3)[nH]c(=O)c12	20	-28
CC(O)(CS(=O)(=O)c1ccc(Br)cc1)c1ccccc1 (centres undefined)	6	-4
CCNC(=S)NNc1ccccc1	10	-12
CCCCn1c(N)c(N(CCOC)C(=O)c2ccc(-n3c(C)ccc3C)cc2)c(=O)[nH]c1=O	15	-8
COc1ccc(N2CCN(c3nc(NC(C)(C)C)nc(N4CCCCC4)n3)CC2)cc1	19	7
C[C@H](CO)N1C[C@H](C)[C@@H](CN(C)Cc2ccc(C(=O)O)cc2)Oc2c(NC(=O)C3CC3)cccc2C1=O	0	2
O=[N+]([O-])c1ccc2c(c1)S(=O)c1ccccc1-2 (centres undefined)	75*	-6
COCCCn1cnc2c(c1=O)c1nc3ccccc3nc1n2-c1ccccc1	46	-16
COc1ccc(C(=O)Nc2ccc3nc(N4CCN(C)CC4)cc(C)c3c2)c(OC)c1	6	-30
CCCS(=O)(=O)N1CCCC(C(=O)NCCN(Cc2ccccc2)C(C)C)C1 (centres undefined)	-2	-17
COc1cc(C(C)=O)ccc1Oc1ccc(S(=O)(=O)N2CCOCC2)cn1	4	5
COC(=O)c1c(Cc2ccccc2Cl)c[nH]c1C	24	3
Cc1nn(C(C)C(=O)N/N=C/c2ccc(N(C)C)cc2)c(C)c1[N+](=O)[O-] (centres undefined)	9	-17
CCN1CCN(C(=O)Cn2ncc3ccsc3c2=O)CC1	20	-5
Cn1cccc1Cc1nnc(SCC(=O)Nc2nccs2)n1C	0	-12
Cc1csc(=O)n1CC(=O)OCC(=O)NCc1ccc(Cl)cc1Cl	16	-10
O=C(COc1ccccc1Cl)NC1CC1	12	2
CN(C)CCOc1ncnc2c1oc1ccccc12	-4	-4
CC1(C)CC(=O)C(CC2CCCCC2=O)C(=O)C1 (centres undefined)	1	-1
CCOC(=O)/C(C#N)=C/c1ccc(OCC(=O)Nc2cc(C)ccc2C)c(OC)c1	4	-18
Cc1sc(NC(=O)C2CCCO2)c(C#N)c1C (centres undefined)	-2	13
Cc1cccc(C(=O)N[C@H](C(=O)NCCc2ccc(Cl)cc2)C(C)C)c1	20	-25
N=c1c2c(n(Cc3ccccc3)c3c1CCC3)CCC2	11	-6
CCOC(=O)N1CCN(CC(=O)c2ccc(O)cc2O)CC1	-2	-66
O=C(NNC(=S)NCc1ccc(Cl)cc1)c1cccnc1	6	-15
O=C(CN(C(=O)c1csnn1)c1cccc2ccccc12)NCc1ccccc1	5	-13
CCC(=O)NC(NC(=S)Nc1ccc(S(N)(=O)=O)cc1)C(Cl)(Cl)Cl (centres undefined)	16	1
NS(=O)(=O)c1ccc2c(c1)C(=NO)c1cc(S(N)(=O)=O)ccc1-2	7	8
COc1cc(C2C(C(=O)OCCC#N)=C(C)NC3=C2S(=O)(=O)c2ccccc23)cc(OC)c1OC (centres undefined)	14	-3
S=c1nc2ccccc2c2nc(-c3ccccc3)[nH]n12	65*	-4
COc1ccccc1P(=O)(c1ccccc1)c1ccccc1	35	-5
O=C(Nc1ccc(N2CCOCC2)c([N+](=O)[O-])c1)c1ccco1	45	-9
Cc1ccc(NS(=O)(=O)c2cccc(C(=O)NCc3ccccn3)c2)cc1	27	-29
C=CCSc1nc(C)c(CC(=O)OCC(C)C)c(=O)[nH]1	11	-2
COc1cc(C2C3C(=O)N(Cc4ccccc4)C(=O)C3ON2c2ccccc2)cc(OC)c1O (centres undefined)	14	-22
O=C(CCCCCCC(=O)NCc1ccccc1)NCc1ccccc1	15	-8
O=C(CCc1nc(-c2ccccc2)no1)NCc1cccnc1	18	-12
Cc1ccc(C)c(S(=O)(=O)N2CC(=O)N(CCc3ccccc3)C(=O)C2)c1	17	-25
O=C(NCC(c1ccco1)N1CCCC1)c1ccc(-n2cccn2)cc1 (centres undefined)	5	-19
Cc1cccc(C)c1NC(=O)CS(=O)CC(=O)Nc1ccc(N2CCOCC2)cc1 (centres undefined)	6	8
O=C(COC(=O)c1ccncc1)Nc1cc(Cl)c(Cl)cc1Cl	-2	7
COc1cc(OC)cc(-c2cc(NC(C)=O)n[nH]2)c1	10	-11

Part of the list above in order of heavy-atom count, low to high.
SMILES	OX1R antag-1	OX1R antag-2
C=CCSc1nc(C)c(CC(=O)OCC(C)C)c(=O)[nH]1	11	-2
COc1ccccc1P(=O)(c1ccccc1)c1ccccc1	35	-5
Cc1ccc(C)c(S(=O)(=O)N2CC(=O)N(CCc3ccccc3)C(=O)C2)c1	17	-25

Complete entries as entered above. Values in the order: OX1R antag-1 | OX1R antag-2
Cc1ccc(NS(=O)(=O)c2cccc(C(=O)NCc3ccccn3)c2)cc1 in the list: 27 | -29
C=CCSc1nc(C)c(CC(=O)OCC(C)C)c(=O)[nH]1 in the list: 11 | -2
O=C(CCCCCCC(=O)NCc1ccccc1)NCc1ccccc1 in the list: 15 | -8
COc1cc(C2C3C(=O)N(Cc4ccccc4)C(=O)C3ON2c2ccccc2)cc(OC)c1O (centres undefined) in the list: 14 | -22
O=C(Nc1ccc(N2CCOCC2)c([N+](=O)[O-])c1)c1ccco1 in the list: 45 | -9

Further results follow:
SMILES	OX1R antag-1	OX1R antag-2
Cn1cnnc1SCC(=O)Nc1ncc([N+](=O)[O-])s1	35*	-5
CCOC(=O)C(NC(=O)c1cccc(Cl)c1)(OCc1ccc(F)cc1)C(F)(F)F (centres undefined)	20	-26
Cc1c(Cl)ccc2c(C(=O)O)cc(-c3ccccc3)nc12	23	8
CCc1c(C)[nH]c2ccccc2c1=O	10	4
Cc1ccc(S(=O)(=O)NC[C@H]2O[C@@H](n3cnc4c(N)ncnc43)[C@H](O)[C@@H]2O)s1	-6	0
CCOc1ccc(N(CC(=O)NCC2CCCO2)C(=O)CCC(=O)Nc2ccccn2)cc1 (centres undefined)	6	-6
COc1ccc([N+](=O)[O-])cc1NC(=O)CN(C)S(=O)(=O)c1ccccc1	10	-31
C=CCSc1nc(N)c(C(=O)Nc2ccccc2C)cc1C(N)=O	16	-16
CCCc1nnc(NC(=O)CCC(=O)NC2CCCCCC2)s1	15	-28
CC(=O)Nc1ccc(C(=O)n2cnc3cc(C)c(C)cc32)cc1	6	-5
COc1ccc(NC(=O)Nc2cccc3c2O[C@H](CN(C)C(=O)Nc2ccc(OC)cc2)[C@@H](C)CN([C@H](C)CO)C3=O)cc1	9	-12
CCOC(=O)Cc1csc(N/N=C/c2cccc([N+](=O)[O-])c2)n1	15	-19

Looked up by compound from the entries so far:
SMILES	OX1R antag-1	OX1R antag-2
CCN1CCN(C(=O)Cn2ncc3ccsc3c2=O)CC1	20	-5
CCCCn1c(N)c(N(CCOC)C(=O)c2ccc(-n3c(C)ccc3C)cc2)c(=O)[nH]c1=O	15	-8
O=C(COc1ccccc1Cl)NC1CC1	12	2

More compounds follow.
SMILES	OX1R antag-1	OX1R antag-2
Cc1ccc(Cn2cc(CCC(=O)O)c3ccccc32)cc1	4	-17
COC(=O)c1ccccc1NC(=O)c1cccc(NC(=O)c2ccc(Br)o2)c1C	4	-27
O=C(Nc1sc2c(c1C(=O)O)CCCCC2)c1ccccc1	13	-11
Cc1ccc(Cn2cc(C(=O)NN)c(=O)c3ccc(F)cc32)cc1	-9	-6
Cc1ccc(CNc2ccc3c(c2)ncn3C)cc1	14	-3
Cc1ccc(/C=C/C(=O)NCc2ccncc2)cc1	5	-12
CN(C)S(=O)(=O)c1ccc(N2CCCC2)c(C(=O)Nc2ccccc2)c1	8	-8
OCCNc1nc(C2CC2)nc2c1nnn2Cc1ccccc1Cl	16	-23
COc1ccccc1C(=O)COC(=O)c1cccc(S(=O)(=O)N2CCCC2)c1	7	-10
CCCCCCC1CC(=O)NC(=O)N1 (centres undefined)	6	-16
COc1ccc(Cn2c(=O)[nH]c3cc(C(=O)NCCCN4CCCC4=O)ccc3c2=O)cc1	11	-30
Nc1cccc(NP(=O)(c2ccccc2)c2ccccc2)c1	7	-18
CC(=O)Nc1cccc(C(=O)OCC(=O)N2CCC(c3ccccc3)=N2)c1	23	5
CCOCCCNC(=O)c1c[nH]c2c(CC)cccc2c1=O	17	-11
Cc1nnc(SCC(=O)c2ccc(S(=O)(=O)N3CCOCC3)cc2)n1-c1ccccc1	7	0
COc1ccccc1N(CC(=O)N(CC(C)C)CC(C)C)S(=O)(=O)c1cccs1	21	-17
Cc1ccc(S(=O)(=O)NN2C(=O)c3ccccc3NC2c2ccccc2F)cc1 (centres undefined)	8	-24
Cn1c(=O)oc2cc(S(=O)(=O)NC3CCCCC3)ccc21	20	-26
CNC(=O)COc1ccc(S(=O)(=O)N2CCCC2)cc1	11	-17
CC(=O)Nc1ccc(NC(=O)CCNC(=O)c2ccccc2Cl)cc1	-6	-20
O=c1oc2ccccc2nc1/C=C(O)/C=C/c1ccc(F)cc1	20	6
COc1ccc(Cl)cc1NC(=O)c1cc(-c2ccco2)on1	3	6
COCc1nnc(NC(=O)c2cc3ccccc3o2)s1	5	5
C=CCN(C(=O)c1csnn1)C(C(=O)NCc1ccccc1)c1cccs1 (centres undefined)	22	-18
CC(=O)NCCNC(=O)C1CCCCN1S(=O)(=O)c1ccccc1 (centres undefined)	7	-11
O=C(COc1ccc(Cl)cc1Cl)Nc1c(-c2cccs2)nc2ccccn12	19	-4
CN(C)c1ccc(C(=O)OCc2cc(=O)n3ccsc3n2)cc1	9	-13
NCC1CC2c3ccccc3C1c1ccccc12 (centres undefined)	5	-13
COC(=O)c1ccc(CSc2nc3ccccc3c(=O)n2-c2ccc(OC)c(OC)c2)o1	5	-11
O=C(CN1CCN(C/C=C/c2ccccc2)CC1)Nc1ccccc1C(=O)NC1CC1	10	-46
CCOc1ccc(N(CC(=O)Nc2cccc(C)c2)S(C)(=O)=O)cc1	27	-10
CCC(Sc1nc(N)cc(N)n1)C(=O)O (centres undefined)	14	-11
Cc1c(NC(=S)NC(=O)COc2ccccc2)c(=O)n(-c2ccccc2)n1C	1	-16
Cc1cc(C(=O)OCC(=O)NCCc2ccc(S(N)(=O)=O)cc2)c2ccccc2n1	7	-10
Cn1c(N)c(C(=O)COC(=O)C2CCN(S(=O)(=O)c3cccs3)CC2)c(=O)n(C)c1=O	11	-21
CC(=O)Nc1cccc(NS(=O)(=O)Cc2ccc(Cl)cc2)c1	15	-8
Cc1ccc2nc(NC(=O)C3CSC4(C)CCC(=O)N34)sc2c1 (centres undefined)	24	-11
O=C(c1ccc2c(c1)OCO2)N1CCN(C(=O)c2ccco2)CC1	14	-4
CCOC(=O)C1CCCN(CC(=O)Nc2c(C(=O)OC)[nH]c3ccccc23)C1 (centres undefined)	7	-25
O=C1c2ccccc2C(=O)c2c1ccc1c(=O)n(-c3ccccc3)[nH]c21	23	-18
CSc1ncccc1C(=O)Nc1ccc(OC(F)(F)F)cc1	13	3
CCOc1cccc2cc(-c3nnc(NCc4ccc5c(c4)OCO5)s3)c(=O)oc12	12	-8
CC1=CC(c2ccccc2)n2nc(N3C(=O)CCC3=O)nc2N1 (centres undefined)	23	-11
CCC(Sc1nc2c(cnn2-c2ccccc2)c(=O)[nH]1)C(=O)OC (centres undefined)	11	-27
Cc1c(NC(=O)C2CC=CCC2C(=O)O)c(=O)n(-c2ccccc2)n1C (centres undefined)	2	-7
O=C(Cn1nc(C(F)(F)F)c2c1CCCC2)NCCN1CCOCC1	2	0
CC(=O)CCc1oc2c([N+](=O)[O-])cccc2c1-c1ccc(C)o1	40	-23
CC(C)C1(C)C(=O)N=C2c3ccccc3C(=O)N21 (centres undefined)	11	-11
Cc1ccc(C(=O)N/N=C\c2c(C)nn(-c3ccccc3)c2Cl)cn1	10	1
COc1ccc(C(=O)Nc2cccc(S(=O)(=O)N(C)C)c2)cc1S(=O)(=O)N1CCOCC1	-6	-11
CCN(CC)S(=O)(=O)c1cccc(C(=O)Oc2cccnc2)c1	29	-17
CC(C)(C)OC(=O)N1CCC(C(=O)Nc2cccc(C(=O)N3CCOCC3)c2)CC1	4	2
CCOC(=O)CN(Cc1sccc1C)C(=O)Nc1ccc(OCC)cc1	3	-23
O=[N+]([O-])c1cccc(S(=O)(=O)NCCCn2ccnc2)c1	21	9
O=C(NCc1ccccn1)C(=O)N/N=C/c1ccccc1O	5	3
C=CC[C@@H](CC(=O)N(CCO)Cc1ccccc1)C(=O)NCCOC(=O)[C@H](CC=C)CC(=O)OC(C)(C)C	10	-20
CCCCNC(=O)Cn1c(=O)oc2cc(S(=O)(=O)N3CC(C)CC(C)C3)ccc21 (centres undefined)	9	-17
CCOc1ccc(NC(=O)CCNC(=O)Cn2cnc3ccccc3c2=O)cc1	12	1
CCCN1CC(O)=C(C#N)C1=O	16	0
CCCOc1cccc(C(=O)NC(=S)Nc2ccc(N3CCN(C)CC3)cc2)c1	15	-29

Ordered by value in OX1R antag-1 (lowest first): five of the compounds above.
| SMILES | OX1R antag-1 |
| --- | --- |
| O=C(NCc1ccccn1)C(=O)N/N=C/c1ccccc1O | 5 |
| CCOc1ccc(NC(=O)CCNC(=O)Cn2cnc3ccccc3c2=O)cc1 | 12 |
| CCCOc1cccc(C(=O)NC(=S)Nc2ccc(N3CCN(C)CC3)cc2)c1 | 15 |
| CCCN1CC(O)=C(C#N)C1=O | 16 |
| CCN(CC)S(=O)(=O)c1cccc(C(=O)Oc2cccnc2)c1 | 29 |

(cont.)
SMILES	OX1R antag-1	OX1R antag-2
Cn1ccc2cc(-c3csc(N4CCC(C(N)=O)CC4)n3)ccc21	8	11
COCCn1nnnc1CN1CCC(Cc2ccccc2)CC1	17	-4
Cc1cc(C(=O)N/N=C2\CC(=O)c3ccccc32)c(C)n1-c1ccc(F)cc1	5	-29
Cc1ccc(C)c(CN2C(=O)CSc3ccc(C(=O)NCC(C)CN4CCC(C)CC4)cc32)c1 (centres undefined)	13	-25
